# Bioassay records from PubChem.
# BioA inh: blocks M. tuberculosis BioA enzyme activity; purified M. tuberculosis BioA enzyme, plate reader; inhibition, % at 9.99 µM; 360,000 tested, 0.096% active; in the data active = inhibition above about 40%
# Starred values were filed as active, the others as inactive; & = joins results of further samples. An excerpt; count on the stated rates, not on these rows.
Structure	BioA inh
C[C@H](CO)N1C[C@H](C)[C@H](CN(C)Cc2ccncc2)OCc2ccccc2-c2ccccc2C1=O	-0.4
COc1cccc(C(=O)Nc2ccc3c(c2)C(=O)N(C)C[C@H](OC)[C@H](C)CN(CC2CC2)[C@@H](C)CO3)c1	8.5
C[C@H]1CCCCO[C@H](CN(C)C(=O)CCCN(C)C)[C@@H](C)CN([C@@H](C)CO)C(=O)c2cc(NC(=O)Nc3cccc4ccccc34)ccc2O1	4.2
C[C@H]1CN([C@@H](C)CO)C(=O)c2cc(C#CC3CCCCC3)cnc2O[C@H]1CN(C)C(=O)Cc1ccccn1	-0.4
CCCNC(=O)C[C@@H]1CC[C@@H]2[C@@H](COc3ccc(NC(=O)Nc4c(C)noc4C)cc3C(=O)N2C)O1	-1.5
O=C(C[C@@H]1CC[C@H]2[C@@H](COC[C@H](O)CN2Cc2cc(F)ccc2F)O1)NCc1ccc(Cl)cc1	3.4
COc1ccc(CN(C)C[C@H]2OCCCC[C@H](C)Oc3ccc(NC(=O)Nc4cccc5ccccc45)cc3C(=O)N([C@@H](C)CO)C[C@H]2C)cc1	-4.2
C[C@@H]1CN([C@H](C)CO)C(=O)c2cc(NC(=O)C3CCCCC3)ccc2O[C@@H]1CN(C)Cc1ccc2c(c1)OCO2	-9.2
CCN(C[C@@H]1N[C@H](CO)[C@H]1c1ccccc1)C(=O)c1ccncc1	-2.5
COc1ccc(S(=O)(=O)Nc2ccc3c(c2)CC(=O)N([C@@H](C)CO)C[C@@H](C)[C@H](CN(C)S(=O)(=O)c2ccc(C)cc2)O3)cc1	2.1

# Arranged by count of non-hydrogen atoms (high to low): some entries from above.
Structure	BioA inh
C[C@H]1CCCCO[C@H](CN(C)C(=O)CCCN(C)C)[C@@H](C)CN([C@@H](C)CO)C(=O)c2cc(NC(=O)Nc3cccc4ccccc34)ccc2O1	4.2
COc1ccc(S(=O)(=O)Nc2ccc3c(c2)CC(=O)N([C@@H](C)CO)C[C@@H](C)[C@H](CN(C)S(=O)(=O)c2ccc(C)cc2)O3)cc1	2.1
C[C@@H]1CN([C@H](C)CO)C(=O)c2cc(NC(=O)C3CCCCC3)ccc2O[C@@H]1CN(C)Cc1ccc2c(c1)OCO2	-9.2
CCCNC(=O)C[C@@H]1CC[C@@H]2[C@@H](COc3ccc(NC(=O)Nc4c(C)noc4C)cc3C(=O)N2C)O1	-1.5
O=C(C[C@@H]1CC[C@H]2[C@@H](COC[C@H](O)CN2Cc2cc(F)ccc2F)O1)NCc1ccc(Cl)cc1	3.4
CCN(C[C@@H]1N[C@H](CO)[C@H]1c1ccccc1)C(=O)c1ccncc1	-2.5

# (continued)
Structure	BioA inh
C[C@@H]1CN([C@@H](C)CO)C(=O)c2cccc(NC(=O)C3CC3)c2O[C@H]1CN(C)S(=O)(=O)c1ccc(Cl)cc1	-1.7
C[C@@H]1CCCCO[C@@H](CN(C)Cc2ccncc2)[C@H](C)CN([C@H](C)CO)C(=O)c2cc(NC(=O)NC3CCCCC3)ccc2O1	1.1
CC(C)NC(=O)N1[C@H](C#N)[C@@H](c2ccc(-c3ccc(F)cc3)cc2)[C@H]1CO	10.4
C[C@H]1CN([C@@H](C)CO)C(=O)c2cc(NS(=O)(=O)c3ccc(F)cc3)ccc2O[C@H]1CN(C)C	2.7
C=CC[C@@]1(C(=O)N2CCCCC2)N=C(c2ccc(OCCCO)cc2)O[C@@H]1c1ccccc1	-3.4
CC(C)C#Cc1cnc2c(c1)C(=O)N([C@H](C)CO)C[C@H](C)[C@@H](CN(C)C(=O)Cc1ccccn1)O2	2.9
COc1ccc(S(=O)(=O)Nc2ccc3c(c2)C(=O)N([C@@H](C)CO)C[C@@H](C)[C@H](CN(C)S(=O)(=O)c2cn(C)cn2)O3)cc1	4.4
COc1ccc([Si](C)(C)[C@@H]2[C@@H](CC(=O)N3Cc4ccccc4C[C@H]3CO)O[C@]3(C(=O)N(Cc4ccc(I)cc4)c4ccccc43)[C@H]2C)cc1	-0.7
CN1C(=O)c2cc(NC(=O)C3CCCC3)ccc2OC[C@H]2O[C@H](CC(=O)O)CC[C@H]21	-0.7
C[C@@H]1CN([C@H](C)CO)C(=O)c2cccc(NC(=O)Nc3cccc4ccccc34)c2O[C@@H]1CN(C)S(=O)(=O)c1cn(C)cn1	1.8
C[C@@H]1CN([C@@H](C)CO)C(=O)c2cc(-c3cccnc3)cnc2O[C@H]1CN(C)S(C)(=O)=O	-0.7
C[C@H](CO)N1C[C@H](C)[C@H](CN(C)C(=O)Nc2ccc(F)cc2)OCCCC[C@H](C)Oc2ccc(NC(=O)Nc3ccc(C(F)(F)F)cc3)cc2C1=O	-2.0
CC=Cc1ccc2n(c1=O)C[C@H]1[C@H](CO)[C@@H](C(=O)N3CCCCC3)[C@@H]2N1C(=O)C1CC1 (mixture of isomers)	1.3
CC(C)NC(=O)N[C@H]1CC[C@H](CCNS(=O)(=O)c2ccc(F)cc2)O[C@H]1CO	-2.5
CN1c2ccc(-c3ccccc3F)cc2[C@@H]2[C@@H](CCN2C(=O)NC2CCCC2)[C@@H]1CO	-0.6
C[C@@H]1CCCCO[C@@H](CN(C)C(=O)CCCN(C)C)[C@@H](C)CN([C@H](C)CO)C(=O)c2cc(NC(=O)c3ccncc3)ccc2O1	4.7
C[C@@H]1CN([C@@H](C)CO)C(=O)c2cc(NC(=O)CCCN(C)C)ccc2O[C@@H]1CN(C)C(=O)NC1CCCCC1	1.1
C/C=C/c1ccc([C@H]2[C@H](CO)N3CCCCN(S(=O)(=O)c4ccc(OC)cc4)C[C@@H]23)cc1	0.9
COc1ccc(CNC(=O)C[C@@H]2C=C[C@@H](NC(=O)c3cccc(F)c3)[C@@H](CO)O2)cc1	-2.0
O=C(C[C@@H]1CC[C@@H](NC(=O)C2CC2)[C@H](CO)O1)Nc1nccs1	5.5

C[C@@H]1CN([C@@H](C)CO)C(=O)c2cccc(NC(=O)c3cnccn3)c2O[C@@H]1CN(C)CC1CCCCC1
  BioA inh: -0.2

COC(=O)[C@@]1(Cc2ccccc2CN=[N+]=[N-])COC(c2ccc(OCCCO)cc2)=N1
  BioA inh: 2.6

C[C@H](CO)N1C[C@H](C)[C@@H](CN(C)C(=O)CN(C)C)Oc2ncc(C#Cc3cccnc3)cc2C1=O
  BioA inh: 3.8

CO[C@H]1CN(C)C(=O)c2cc(NC(C)=O)ccc2OC[C@H](C)N(CCC(F)(F)F)C[C@@H]1C
  BioA inh: -2.5

CC(C)NC(=O)N(C)C[C@@H]1Oc2ccc(NC(=O)CCN3CCOCC3)cc2C(=O)N([C@H](C)CO)C[C@@H]1C
  BioA inh: -0.4

CCCNC(=O)C[C@H]1C[C@H]2c3cc(NS(=O)(=O)c4cccc(OC)c4)ccc3O[C@H]2[C@@H](CO)O1
  BioA inh: -1.3

O=C(C[C@H]1C=C[C@@H](NS(=O)(=O)c2ccccc2)[C@H](CO)O1)NCCN1CCCCC1
  BioA inh: -0.7

C[C@@H]1CN([C@@H](C)CO)C(=O)c2cc(NC(=O)C3CC3)ccc2O[C@@H]1CN(C)CC1CCCCC1
  BioA inh: -1.5

C[C@@H]1CCCCO[C@H](CN(C)C(=O)Nc2ccc(C(F)(F)F)cc2)[C@@H](C)CN([C@H](C)CO)C(=O)c2cc(NC(=O)Nc3ccc(C(F)(F)F)cc3)ccc2O1
  BioA inh: 0.8

Cc1noc(C)c1NC(=O)N(C)C[C@@H]1Oc2ncc(C#CC3CCCC3)cc2C(=O)N([C@H](C)CO)C[C@@H]1C
  BioA inh: 3.3

C[C@H](CO)N1C[C@H](C)[C@@H](CN(C)C(=O)Oc2ccccc2)OCc2ccccc2-c2ccccc2C1=O
  BioA inh: 0.3

O=C(C[C@H]1CC[C@H]2[C@@H](COC[C@@H](O)CN2S(=O)(=O)c2ccc(Cl)cc2)O1)NCc1ccc(Cl)c(Cl)c1
  BioA inh: -2.0

O=C(O)C[C@H]1C[C@H]2c3cc(NC(=O)C4CCC4)ccc3O[C@H]2[C@H](CO)O1
  BioA inh: 1.0

CCC(=O)Nc1ccc2c(c1)C(=O)N(C)C[C@H](OC)[C@H](C)CN(Cc1ccccc1)[C@@H](C)CO2
  BioA inh: -0.2

CNC[C@@H]1Oc2c(NC(=O)c3ccncc3)cccc2C(=O)N([C@H](C)CO)C[C@@H]1C
  BioA inh: -1.9

CC1C=NC(S(=O)(=O)N2CC[C@@H]3[C@H](CO)N(C)c4ccc(-c5ccc(F)cc5)cc4[C@@H]32)=N1 (stereo partly drawn)
  BioA inh: -0.3

COc1ccccc1C#Cc1ccc([C@@H]2[C@H]3CN(S(C)(=O)=O)CCCCN3[C@H]2CO)cc1
  BioA inh: -2.5

COC(=O)c1cn(CCCNC(=O)[C@H](Cc2ccccc2)NS(=O)(=O)c2ccc(C)cc2)nn1
  BioA inh: -0.9

Cc1ccc(S(=O)(=O)N2CC[C@@H]3[C@@H](CO)Nc4ccc(C#Cc5ccc(F)cc5)cc4[C@@H]32)cc1
  BioA inh: 1.5

C[C@H](CO)N1C[C@H](C)[C@H](CN(C)C(=O)c2ccccc2)OCCCC[C@H](C)Oc2ccc(NC(=O)NC3CCCCC3)cc2C1=O
  BioA inh: 0.4

C[C@@H]1CN([C@H](C)CO)C(=O)c2cc(NS(=O)(=O)c3ccc(F)cc3)ccc2O[C@H]1CN(C)C(=O)Nc1ccc(F)cc1
  BioA inh: -2.1

CC(C)NC(=O)N(C)C[C@H]1Oc2ccc(NC(=O)c3ccncc3)cc2CC(=O)N([C@@H](C)CO)C[C@@H]1C
  BioA inh: 0.3

C[C@@H]1CN([C@@H](C)CO)C(=O)c2cc(NC(=O)Cn3cnnn3)ccc2O[C@H]1CN(C)C
  BioA inh: 0.3

Cc1cc(C(=O)Nc2ccc3c(c2)C(=O)N(C)[C@@H]2CC[C@H](CC(=O)NCC(F)(F)F)O[C@@H]2CO3)no1
  BioA inh: -0.6

CCCNC(=O)N1[C@@H]2Cn3c(ccc(-c4cccc(OC)c4)c3=O)[C@H]1[C@@H](C(=O)NC1CCC1)[C@@H]2CO
  BioA inh: 0.2

CO[C@@H]1CN(C)C(=O)c2cc(NC(=O)C3CC3)ccc2OC[C@H](C)N(C(=O)CN2CCOCC2)C[C@H]1C
  BioA inh: -1.6

C[C@H]1CN([C@@H](C)CO)C(=O)CCCn2cc(nn2)CO[C@H]1CN(C)Cc1ccccc1C(F)(F)F
  BioA inh: 0.7

Cc1ccc(S(=O)(=O)N[C@H]2CC[C@H](CCNC(=O)C3CCOCC3)O[C@@H]2CO)cc1
  BioA inh: 0.0

CCCNC(=O)N1C[C@@H](O)COC[C@H]2O[C@H](CC(=O)N3CCOCC3)CC[C@@H]21
  BioA inh: -1.2

O=C(Nc1ccc2c(c1)[C@H]1C[C@@H](CC(=O)N3CCCCC3)O[C@@H](CO)[C@H]1O2)Nc1ccccc1F
  BioA inh: -0.1

Cn1cnc(S(=O)(=O)N2CC[C@@H]3[C@@H](CO)Nc4ccc(-c5ccc(F)cc5)cc4[C@@H]32)c1
  BioA inh: 2.0

COc1ccc(NC(=O)N(C)C[C@H]2OCCCC[C@H](C)Oc3ccc(NC(=O)c4ccncc4)cc3C(=O)N([C@H](C)CO)C[C@@H]2C)cc1
  BioA inh: -0.4

C[C@H](NC(=O)C[C@@H]1CC[C@@H](NC(=O)c2cccnc2)[C@H](CO)O1)c1ccccc1
  BioA inh: 0.0

C[C@@H]1CN([C@@H](C)CO)C(=O)Cc2cc(NC(=O)C3CCCCC3)ccc2O[C@@H]1CN(C)C(=O)Nc1ccc(F)cc1
  BioA inh: -0.4

CCNC(=O)C[C@H]1CC[C@@H]2[C@H](COc3ccc(NC(=O)Nc4ccccc4C)cc3C(=O)N2C)O1
  BioA inh: -1.6

C[C@H]1CN([C@@H](C)CO)C(=O)c2ccccc2-c2ccccc2CO[C@@H]1CN(C)C(=O)Nc1cccc(F)c1
  BioA inh: 0.7

CO[C@@H]1CN(C)C(=O)c2ccc(NC(=O)c3cc(C)on3)cc2OC[C@H](C)N(C(=O)C2CC2)C[C@@H]1C
  BioA inh: -3.6

C[C@H](CO)N1C[C@H](C)[C@@H](CN(C)C)Oc2c(NS(C)(=O)=O)cccc2C1=O
  BioA inh: -2.0&-3.5

C[C@H]1CN([C@@H](C)CO)C(=O)c2cc(NC(=O)Nc3ccc(F)cc3)ccc2O[C@H]1CN(C)Cc1ccc(C(=O)Nc2ccccc2N)cc1
  BioA inh: -3.2

C[C@H]1CN([C@@H](C)CO)S(=O)(=O)c2ccc(C3=CCCC3)cc2O[C@H]1CN(C)C(=O)C1CCOCC1
  BioA inh: -1.9

C[C@@H]1CCCCO[C@H](CN(C)C(=O)CCC(F)(F)F)[C@@H](C)CN([C@@H](C)CO)C(=O)c2cc(NC(=O)C3CCCCC3)ccc2O1
  BioA inh: 2.4

CCCC(=O)Nc1ccc2c(c1)C(=O)N(C)C[C@@H](OC)[C@@H](C)CN(Cc1cccc(F)c1)[C@@H](C)CO2
  BioA inh: 1.0

CN1CCN(C(=O)C[C@H]2CC[C@@H]3[C@H](COC[C@H](O)CN3C(=O)C3CC3)O2)CC1
  BioA inh: 1.4

Cc1ccc(S(=O)(=O)N(C)C[C@H]2OCCCC[C@H](C)Oc3ccc(NS(=O)(=O)c4cccs4)cc3C(=O)N([C@@H](C)CO)C[C@H]2C)cc1
  BioA inh: 2.4

C[C@H](CO)N1C[C@H](C)[C@@H](CN(C)C(=O)Nc2ccc(C(F)(F)F)cc2)Oc2ccc(NC(=O)Nc3ccc4c(c3)OCO4)cc2CC1=O
  BioA inh: -1.2

CCCNC(=O)N(C)C[C@@H]1Oc2cc(C#CC(C)(C)O)ccc2S(=O)(=O)N([C@H](C)CO)C[C@@H]1C
  BioA inh: 0.0

CN(C)C(=O)C[C@H]1C[C@H]2c3cc(NC(=O)Cc4ccncc4)ccc3O[C@H]2[C@@H](CO)O1
  BioA inh: 11.4

C[C@@H]1CN([C@H](C)CO)C(=O)c2cccc(NC(=O)c3cnccn3)c2O[C@H]1CN(C)S(C)(=O)=O
  BioA inh: -1.8

Cc1ccc(S(=O)(=O)N(C)C[C@H]2OCCCC[C@H](C)Oc3ccc(NC(=O)NC4CCCCC4)cc3C(=O)N([C@@H](C)CO)C[C@@H]2C)cc1
  BioA inh: -1.2

C[C@@H]1CCCCO[C@H](CN(C)C(=O)CCC(F)(F)F)[C@H](C)CN([C@@H](C)CO)C(=O)c2cc(NC(=O)c3ccccc3)ccc2O1
  BioA inh: 1.5

CCCc1cn(CC[C@@H]2CC[C@H](NS(=O)(=O)c3ccc(-c4ccccc4)cc3)[C@@H](CO)O2)nn1
  BioA inh: 0.0
